KAT2A inh = qHTS Assay for Inhibitors of GCN5L2. Histone acetyltransferase KAT2A (Homo sapiens), Q92830. GCN5L2 HAT assay, ThioGlo1 CoA-SH fluorescence. Potency, µM (titrated, usually from 58.9 µM), for inactives: at the top dose activity change, negative = inhibition, most hits filed as inhibitors. hit rate 0.21% among 390,000. AID 504327, 2011
Target sequence (Q92830 whole entry, looked up): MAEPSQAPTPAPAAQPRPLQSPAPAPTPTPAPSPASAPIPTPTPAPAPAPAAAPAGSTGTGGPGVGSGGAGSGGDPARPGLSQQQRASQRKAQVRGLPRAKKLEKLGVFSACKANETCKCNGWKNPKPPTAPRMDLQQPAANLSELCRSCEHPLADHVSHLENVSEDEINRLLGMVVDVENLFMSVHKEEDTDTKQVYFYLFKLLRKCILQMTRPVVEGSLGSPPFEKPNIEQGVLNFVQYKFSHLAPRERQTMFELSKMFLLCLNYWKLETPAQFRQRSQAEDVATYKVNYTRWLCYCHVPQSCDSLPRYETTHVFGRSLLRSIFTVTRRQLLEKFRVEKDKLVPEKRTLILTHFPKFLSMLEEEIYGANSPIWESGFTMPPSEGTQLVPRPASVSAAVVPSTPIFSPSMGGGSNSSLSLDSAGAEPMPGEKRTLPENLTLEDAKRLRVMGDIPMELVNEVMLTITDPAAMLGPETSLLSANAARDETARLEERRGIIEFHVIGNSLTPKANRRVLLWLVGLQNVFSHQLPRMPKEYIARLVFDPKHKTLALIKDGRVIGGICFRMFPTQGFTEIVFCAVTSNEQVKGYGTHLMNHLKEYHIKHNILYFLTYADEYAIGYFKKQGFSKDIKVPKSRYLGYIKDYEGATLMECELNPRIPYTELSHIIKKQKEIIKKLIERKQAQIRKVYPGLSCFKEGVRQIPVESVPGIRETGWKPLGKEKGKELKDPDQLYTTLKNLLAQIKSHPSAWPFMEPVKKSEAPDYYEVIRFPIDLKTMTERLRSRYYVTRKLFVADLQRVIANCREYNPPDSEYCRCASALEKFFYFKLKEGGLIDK
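GCN5L2 (20 nM) in 50mM HEPES pH 7.5, 0.1mM EDTA, 0.01% Tween-20 preincubated 15 min with compounds at room temperature. Reaction started with H3(1-25) 75uM, acetyl-CoA 70uM, ThioGlo1 50uM; CoA-thiol fluorescence (Ex340/Em540) read at 0 and 20 min.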
DT40 TDP1 CPT = qHTS for Inhibitors of human tyrosyl-DNA phosphodiesterase 1 (TDP1): qHTS in cells in presence of CPT; chicken DT40 Tdp1-/-;hTDP1 cells + 20 nM CPT, ATP luminescence, 48 h; Potency, µM (series often up to 46.2 µM), for inactives: at the highest dose activity change, negative = growth inhibition, actives largely listed as inhibitors; hit rate 12% among 420,000; AID 686979, 2013; note: nearly all actives have a fitted effect of over 55% in size
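Chicken DT40 Tdp1-/- cells complemented with human TDP1, 400 cells/well, exposed to compounds plus 20 nM camptothecin for at least 48 h at 37 C; viability read as ATP content by CellTiter-Glo luminescence.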
TDP1 cell noCPT = qHTS for Inhibitors of human tyrosyl-DNA phosphodiesterase 1 (TDP1): qHTS in cells in absence of CPT. DT40 Tdp1-/- hTDP1 cells, no CPT, ATP luminescence, 48 h. Potency, µM (series often up to 46.2 µM), for inactives: at the highest dose activity change, negative = growth inhibition, usual class: inhibitors. hit rate 15% among 420,000; note: nearly all actives have a fitted effect of over 55% in size
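Seeded 400 DT40-hTDP1 cells/well (vehicle DMSO, no 20 nM CPT); pinned compounds; ≥48 hr at 37 °C; CellTiter-Glo luminescence as viability measure.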
An asterisk follows results filed as active. Calls come from the whole dose curve; as a rule, active = well fitted curve in the direction sought with a large enough effect; inconclusive = small, poorly fitted or top-dose-only effect, or another doubt; inactive = no such curve, though single readings can be large; an effect the other way counts as inactive or inconclusive. % is set by controls: 0 for no effect and ±100 for the full control effect; potency is the fitted concentration of half-maximal effect. A portion of the library; the hit share may differ from the screen's.

What do the screens show for `CC(OC(=O)c1ccncc1)C(=O)Nc1ccc([N+](=O)[O-])cc1Cl` (centres undefined)?
KAT2A inh: 1.2%; DT40 TDP1 CPT: -2.2%; TDP1 cell noCPT: 2.8%

What do the screens show for `COc1ccc(OC)c(NC(=O)c2cc3c(=O)n4cccc(C)c4nc3n2C)c1`?
KAT2A inh: 0.7%; DT40 TDP1 CPT: 10.3µM*; TDP1 cell noCPT: 9.2µM*

What do the screens show for `NC(=O)c1ccc[n+](CC(=O)c2ccc(Cl)c(Cl)c2)c1`?
KAT2A inh: -2.5%; DT40 TDP1 CPT: 5.9%; TDP1 cell noCPT: 11.4%

What do the screens show for `Cc1ccc2oc(/N=C(\N)NC(=O)C3CC3)nc2c1`?
KAT2A inh: inconclusive; DT40 TDP1 CPT: 9.2µM*; TDP1 cell noCPT: 4.61µM*

How did Cc1ccc(S(=O)(=O)N2CCN(C(=O)c3ccccc3OCc3c(C)noc3C)CC2)cc1C do in these assays?
KAT2A inh: -1.3%; DT40 TDP1 CPT: inconclusive; TDP1 cell noCPT: inconclusive

How did CCOc1ccc(C2/C(=C(\O)c3cccc(OC)c3)C(=O)C(=O)N2c2ccccn2)cc1OC (centres undefined) do in these assays?
KAT2A inh: -5.3%; DT40 TDP1 CPT: -17.0%; TDP1 cell noCPT: -14.1%

Results for CC1CC(CCC(=O)NC(=S)Nc2ccc(Cl)cn2)C(=O)O1 (centres undefined) ?
KAT2A inh: -4.9%; DT40 TDP1 CPT: 1.2%; TDP1 cell noCPT: -8.0%

How did C[C@@H]1CN([C@@H](C)CO)C(=O)CCCn2nncc2CO[C@H]1CN(C)C(=O)Nc1ccc(C(F)(F)F)cc1 do in these assays?
DT40 TDP1 CPT: inconclusive; TDP1 cell noCPT: -17.4%

How did O=C(NCCN1CCOCC1)NC1(C(F)(F)F)Oc2ccccc2O1 do in these assays?
KAT2A inh: -0.1%; DT40 TDP1 CPT: inconclusive; TDP1 cell noCPT: inconclusive

Results for O=C(NCC1CC1)C1Cc2c(-c3ccccc3Oc3ccccc3)ccnc2O1 (centres undefined) ?
DT40 TDP1 CPT: inconclusive; TDP1 cell noCPT: -43.9%

Continued; it opens with the five that closed the last part.
How did CCOc1ccc(C2/C(=C(\O)c3cccc(OC)c3)C(=O)C(=O)N2c2ccccn2)cc1OC (centres undefined) do in these assays?
KAT2A inh: -5.3%; DT40 TDP1 CPT: -17.0%; TDP1 cell noCPT: -14.1%

Results for CC1CC(CCC(=O)NC(=S)Nc2ccc(Cl)cn2)C(=O)O1 (centres undefined) ?
KAT2A inh: -4.9%; DT40 TDP1 CPT: 1.2%; TDP1 cell noCPT: -8.0%

How did C[C@@H]1CN([C@@H](C)CO)C(=O)CCCn2nncc2CO[C@H]1CN(C)C(=O)Nc1ccc(C(F)(F)F)cc1 do in these assays?
DT40 TDP1 CPT: inconclusive; TDP1 cell noCPT: -17.4%

How did O=C(NCCN1CCOCC1)NC1(C(F)(F)F)Oc2ccccc2O1 do in these assays?
KAT2A inh: -0.1%; DT40 TDP1 CPT: inconclusive; TDP1 cell noCPT: inconclusive

Results for O=C(NCC1CC1)C1Cc2c(-c3ccccc3Oc3ccccc3)ccnc2O1 (centres undefined) ?
DT40 TDP1 CPT: inconclusive; TDP1 cell noCPT: -43.9%

How did O=S(=O)(Nc1cc(C(F)(F)F)ccc1N1CCOCC1)c1ccc2ccccc2c1 do in these assays?
KAT2A inh: -5.1%; DT40 TDP1 CPT: 16.4µM*; TDP1 cell noCPT: inconclusive

How did COc1cccc(/C=N/NC(=O)c2nnn(-c3nonc3N)c2-c2cccs2)c1 do in these assays?
KAT2A inh: -9.0%; DT40 TDP1 CPT: -0.7%; TDP1 cell noCPT: 5.9%

Results for Cc1c(Cl)cccc1NC(=O)COC(=O)CN1C(=O)NC(C)(C)C1=O ?
KAT2A inh: inconclusive; DT40 TDP1 CPT: -5.1%; TDP1 cell noCPT: 21.6%

What do the screens show for `OCc1ccccc1-c1nc(NCC2CC2)nc2ccsc12`?
DT40 TDP1 CPT: inconclusive; TDP1 cell noCPT: inconclusive

How did COc1ccc(N(CC(=O)NCCSC(C)(C)C)S(C)(=O)=O)c(OC)c1 do in these assays?
KAT2A inh: -0.4%; DT40 TDP1 CPT: -1.8%; TDP1 cell noCPT: -18.2%

Results for COc1ccc(Nc2cc(C(=O)NCCCN(C)C3CCCCC3)c3ccccc3n2)cc1 ?
KAT2A inh: -0.8%; DT40 TDP1 CPT: 14.6µM*; TDP1 cell noCPT: 20.6µM*

What do the screens show for `O=C1C=C(C2CCCCC2)C(=O)c2ccccc21`?
DT40 TDP1 CPT: 20.6µM*; TDP1 cell noCPT: 14.6µM*

How did CCN(CC)CCn1c2c(c(SCC(=O)Nc3cccc4ccccc34)nc1=O)CCCC2 do in these assays?
KAT2A inh: -10.1%; DT40 TDP1 CPT: inconclusive; TDP1 cell noCPT: inconclusive

Results for c1ccc(-c2nc(NCCCN3CCOCC3)c3ccccc3n2)cc1 ?
KAT2A inh: -9.9%; DT40 TDP1 CPT: 9.4%; TDP1 cell noCPT: inconclusive

How did COc1ccc(-c2nn(CC(=O)NCc3ccccc3)c3c2cnc2ccc(F)cc23)cc1 do in these assays?
KAT2A inh: -9.2%; DT40 TDP1 CPT: -18.6%; TDP1 cell noCPT: 2.6%

Fetched by compound from the list above (2):
Results for Cc1c(Cl)cccc1NC(=O)COC(=O)CN1C(=O)NC(C)(C)C1=O ?
KAT2A inh: inconclusive; DT40 TDP1 CPT: -5.1%; TDP1 cell noCPT: 21.6%

How did COc1ccc(N(CC(=O)NCCSC(C)(C)C)S(C)(=O)=O)c(OC)c1 do in these assays?
KAT2A inh: -0.4%; DT40 TDP1 CPT: -1.8%; TDP1 cell noCPT: -18.2%

(cont.)
How did CCC(C)[C@H](NC(=O)[C@@H]1Cc2ccccc2CN1)C(=O)NCc1ccc(OC)cc1 (some centres undefined) do in these assays?
KAT2A inh: -5.8%; DT40 TDP1 CPT: inconclusive; TDP1 cell noCPT: inconclusive

Results for COc1ccc(N2C(=O)CC(N3CCN(S(=O)(=O)c4cc(C)ccc4C)CC3)C2=O)cc1 (centres undefined) ?
KAT2A inh: -4.2%; DT40 TDP1 CPT: -7.2%; TDP1 cell noCPT: -7.9%

What do the screens show for `O=C(Cn1nnc(-c2ccc(NC(=O)c3ccccc3F)cc2)n1)NCc1ccc(F)cc1`?
KAT2A inh: -27.5%; DT40 TDP1 CPT: -11.4%; TDP1 cell noCPT: -17.5%

How did COc1ccc(CN2C(=O)c3ccccc3C2c2nnnn2-c2ccc3c(c2)OCCO3)cc1 (centres undefined) do in these assays?
DT40 TDP1 CPT: inconclusive; TDP1 cell noCPT: 16.4µM*

Results for O=C(CCCOc1ccc(Cl)cc1Cl)NC(Cc1ccccc1)C(=O)O (centres undefined) ?
DT40 TDP1 CPT: -1.4%; TDP1 cell noCPT: -5.0%

What do the screens show for `O=S(=O)(Cc1ccc(Cl)cc1)c1ccccc1-c1nnc(-c2ccc(Cl)cc2)o1`?
KAT2A inh: 18.1%; DT40 TDP1 CPT: inconclusive; TDP1 cell noCPT: inconclusive

What do the screens show for `Cc1cc(C)c(NC(=O)NC(=O)C(Cl)(Cl)Cl)c(C)c1`?
KAT2A inh: 22.1%; DT40 TDP1 CPT: 8.3%; TDP1 cell noCPT: 0.6%

What do the screens show for `CCOc1ccc(N(Cc2cc3cc(OC)ccc3[nH]c2=O)C(=O)C2CCCO2)cc1` (centres undefined)?
KAT2A inh: -0.2%; DT40 TDP1 CPT: inconclusive; TDP1 cell noCPT: 18.4µM*

How did COc1ccc(S(=O)(=O)N2CCCCC2)cc1C(C)C do in these assays?
KAT2A inh: -2.3%; DT40 TDP1 CPT: inconclusive; TDP1 cell noCPT: -22.7%

How did Clc1cc(Cl)cc(Nc2ncnc(-n3cccc3)n2)c1 do in these assays?
KAT2A inh: -12.7%; DT40 TDP1 CPT: inconclusive; TDP1 cell noCPT: -25.7%

Results for Cc1ccc(Cc2c(-c3ccc(F)cc3)nc3c(Cl)cc(C(F)(F)F)cn23)cc1 ?
DT40 TDP1 CPT: -29.8%; TDP1 cell noCPT: -14.8%

Results for CCOc1ccc(/C=N/NC(=O)c2ccncc2)cc1OC ?
DT40 TDP1 CPT: 1.0%; TDP1 cell noCPT: -8.2%

How did Cc1cccc(Nc2nnc(SC(C)C(=O)NC3CC3)s2)c1 (centres undefined) do in these assays?
KAT2A inh: -12.3%; DT40 TDP1 CPT: -16.7%; TDP1 cell noCPT: 0.7%

Results for CCOC(=O)[C@]12CCCC=C1N(Cc1ccccc1)C(=O)[C@H](CC(=O)N1CCCCCC1)C2 ?
DT40 TDP1 CPT: inconclusive; TDP1 cell noCPT: inconclusive

How did Cc1ccc2sc(NC(=O)c3cccc(N4C(=O)CCC4=O)c3)nc2c1C do in these assays?
KAT2A inh: inconclusive; DT40 TDP1 CPT: -9.6%; TDP1 cell noCPT: inconclusive

What do the screens show for `Cc1cc(C)cc(NC(=O)N2CCN(C)c3ncccc32)c1`?
KAT2A inh: -1.6%; DT40 TDP1 CPT: 9.1%; TDP1 cell noCPT: 1.9%

What do the screens show for `CCOC(=O)c1c(NC(=O)c2ccc(S(=O)(=O)N3CCC(C)CC3)cc2)sc2c1CCN(C)C2`?
KAT2A inh: -2.3%; DT40 TDP1 CPT: 3.66µM*; TDP1 cell noCPT: 3.66µM*

What do the screens show for `Cc1ccc(C)c(NC(=O)NNC(=O)c2ccc3ccccc3c2O)c1`?
KAT2A inh: -10.4%; DT40 TDP1 CPT: inconclusive; TDP1 cell noCPT: -26.2%

Results for CC(C)CNC(=O)c1cnn2c(C(F)(F)F)cc(C(F)(F)F)nc12 ?
KAT2A inh: -5.3%; DT40 TDP1 CPT: -7.9%; TDP1 cell noCPT: -2.6%

Results for O=C(CO/N=C/c1ccccc1OC(F)F)NCc1cccs1 ?
KAT2A inh: 0.5%; DT40 TDP1 CPT: 2.0%; TDP1 cell noCPT: inconclusive

What do the screens show for `CC(Oc1ccccc1)C(=O)N1CCC2(CC1)Oc1ccc(F)cc1C(=O)C21CC(c2cccnc2)=NO1` (centres undefined)?
DT40 TDP1 CPT: inconclusive; TDP1 cell noCPT: inconclusive

Results for Cc1nn(C(=O)CNS(=O)(=O)c2ccccc2)c(C)c1Sc1ccc(Cl)cc1 ?
KAT2A inh: -5.3%; DT40 TDP1 CPT: 6.1%; TDP1 cell noCPT: -27.4%

How did Cc1cccc(N(C)C(=O)Cn2cnc3nc4c(cc3c2=O)CCCC4)c1 do in these assays?
KAT2A inh: -9.0%; DT40 TDP1 CPT: -22.7%; TDP1 cell noCPT: -20.0%

Results for CC(C)[C@H](NC(=O)c1c(F)cccc1F)C(=O)OCC(=O)NC(=O)NC1CCCC1 ?
KAT2A inh: -24.7%; DT40 TDP1 CPT: -23.4%; TDP1 cell noCPT: -1.7%

How did COc1ccc(-c2noc(CCC(=O)NCCc3ccccc3)n2)cc1OC do in these assays?
KAT2A inh: -7.7%; DT40 TDP1 CPT: -21.3%; TDP1 cell noCPT: -9.7%

What do the screens show for `COc1ccc(CC(=O)OCC(=O)NCc2ccco2)cc1`?
KAT2A inh: -6.1%; DT40 TDP1 CPT: -17.3%; TDP1 cell noCPT: -8.1%

How did CCCCC(CC)C1OCC(CN2CCCCC2)O1 (centres undefined) do in these assays?
KAT2A inh: 0.0%; DT40 TDP1 CPT: 6.0%; TDP1 cell noCPT: 14.4%

Results for CC(C)c1ccc(S(=O)(=O)c2nnn3c2nc(N2CCCCC2)c2ccccc23)cc1 ?
KAT2A inh: -9.3%; DT40 TDP1 CPT: -26.0%; TDP1 cell noCPT: inconclusive

How did COc1ccccc1NC(C)C(=O)N/N=C/c1cccs1 (centres undefined) do in these assays?
KAT2A inh: -1.6%; DT40 TDP1 CPT: 4.0%; TDP1 cell noCPT: 4.0%

How did COc1ccc(NC(=O)N(C)C[C@H]2Oc3ccc(NS(=O)(=O)c4ccc(OC)cc4)cc3C(=O)N([C@H](C)CO)C[C@@H]2C)cc1 do in these assays?
KAT2A inh: 1.5%; DT40 TDP1 CPT: 2.6%; TDP1 cell noCPT: 3.8%

What do the screens show for `COC(=O)CC1C(=O)NCCN1C(=O)c1ccccc1` (centres undefined)?
KAT2A inh: -20.8%; DT40 TDP1 CPT: -3.2%; TDP1 cell noCPT: -1.4%

How did CCCCn1c(SCC(=O)NCC2CCCO2)nc2ccc(N3CCOCC3)cc2c1=O (centres undefined) do in these assays?
KAT2A inh: -20.2%; DT40 TDP1 CPT: -16.2%; TDP1 cell noCPT: -12.7%

What do the screens show for `COc1ccc(N2CCN(Cc3nc4ccccc4c(=O)[nH]3)CC2)cc1`?
KAT2A inh: -25.7%; DT40 TDP1 CPT: -14.2%; TDP1 cell noCPT: -10.8%

Screens: PubChem BioAssay, National Center for Advancing Translational Sciences (NCATS)
